# CRE-bla Fsk – CRE-bla signaling modulation under forskolin stimulation | Potency, µM (series often up to 38.2 µM), for inactives: at the top dose activity change, negative = inhibition, most hits filed as activators | CHO CRE-bla reporter (cAMP response element driving beta-lactamase), forskolin EC10, beta-lactamase ratio | actives 2.5% (n = 71,000) | AID 662; active means well fitted activation curve with a large enough effect in the signal ratio, with a control signal flat, not every such curve was filed as active; inconclusive means small, poorly fitted or top-dose-only effect, or effect the other way, or a change in a side signal; the % refers to the signal ratio; further: potency means the concentration at half of the fitted maximal effect; % of control where 0% means no effect
#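 CHO CRE-bla cells, overnight plating in Opti-MEM with 0.5% dialyzed FBS; cpd titration + EC10 NKH 477, 3 h 37 °C; CCF4 2 h RT; ex 405/em 460 vs 530 ratio → %Activity, AC50.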
# BRCT PPI red – disrupts BRCA1 BRCT binding to phosphoprotein, red fluorophore readout | BRCT-phosphopeptide binding, red fluorescence polarization | actives 0.03% (n = 75,000) | Potency, µM (top dose mostly 76.9 µM), inactives show top-dose activity change, negative = inhibition, actives largely listed as inhibitors; further: on the % scale 0 is the no-effect control and ±100 the full control effect
#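 Rhodamine-labelled pBACH1 10-mer (100 nM) bound to BRCT domain (100 nM) at pH 7.3; compounds incubated 12 min room temperature, polarization read. Free peptide defines full inhibition; unlabelled decapeptide titrated as control.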
# Epigenetic mod – epigenetic GFP locus derepression in mouse cells | mouse C127i GFP locus derepression, cytometry, 30 h | Potency, µM (series often up to 46.1 µM), inactives show top-dose GFP derepression (activation) | actives 0.09% (n = 68,000) | AID 597; further: % of control where 0% means no effect
#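 Locus derepression in mouse mammary C127i cells whose integrated CMV-GFP reporter is normally silent; GFP expression after 30 h compound treatment was quantified by counting fluorescent cells.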
# 15-hLO inh – 15-hLO (ALOX15) enzyme inhibition. actives 1.4% (n = 74,000). AID 887. P16050. purified 15hLO-1, xylenol orange hydroperoxide absorbance. Potency, µM (titrated, usually from 57.1 µM), for inactives: top-dose activity change, negative = inhibition, most hits filed as inhibitors; further: potency means the concentration at half of the fitted maximal effect; on the % scale 0 is the no-effect control and ±100 the full control effect; nearly all actives have a fitted effect of over 55% in size
#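 Purified human 15hLO-1 (40 nM final) in 25 mM Hepes pH 7.5, 0.01% Triton X-100 was preincubated with compound 15 min at room temperature, then reacted 6 min with 50 uM arachidonic acid; hydroperoxide detected by Fe-XO, 573/405 nm absorbance ratio.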
# Hsp90 Hop PPI – changes Hsp90-Hop TPR2A binding signal, up or down | Potency, µM (highest dose often 57 µM), inactives show top-dose activity change, negative = inhibition | AlphaScreen TPR2A-His6 binding biotin-Hsp90 C-terminal peptide | actives 0.44% (n = 71,000); active means well fitted curve in either direction with a large enough effect; inconclusive means small, poorly fitted or top-dose-only effect, or another doubt; further: potency means the concentration at half of the fitted maximal effect; on the % scale 0 is the no-effect control and ±100 the full control effect; many of its hits are not listed in these tables
# BRCT inh green – blocks human BRCA1 BRCT binding to phosphopeptide, green readout. Potency, µM (series often up to 76.9 µM), inactives show at the top dose activity change, negative = inhibition, most hits filed as inhibitors. BRCA1 BRCT-phosphopeptide binding, green fluorescence polarization. actives 0.05% (n = 75,000);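 further: potency means the concentration at half of the fitted maximal effect; plate controls were peptide without protein for full effect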
#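 Fluorescence polarization: His-tagged BRCT (~35 kDa BRCA1 C-terminus, 250 nM) bound to 100 nM fluorescein-labeled phosphorylated 10-aa BACH1 peptide, pH 7.3 phosphate buffer with DTT and Tween 20. Compounds incubated 12 min at room temperature; inhibition read as lowered polarization.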
# DNA Pol III inh – inhibitors of bacterial DNA polymerase III holoenzyme; reconstituted DNA polymerase III holoenzyme replication, biochemical; Potency, µM (highest dose often 57.1 µM), for the others: top-dose activity change, negative = inhibition; actives 0.25% (n = 71,000); further: potency means the concentration at half of the fitted maximal effect; on the % scale 0 is the no-effect control and ±100 the full control effect
#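 Reconstituted *E. coli* holoenzyme (0.35 nM Pol III, 1 nM beta, 154 nM SSB, 2 nM primase) was preincubated with compound for 15 min at RT. Synthesis on 1.4 nM ssM13Gori ran 35 min, then was stopped with PicoGreen/EDTA and read as dsDNA fluorescence.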
# HBB splice mod – alters splicing of the hemoglobin beta chain; HBB splicing reporter cell assay, activation; EGFP reporter with mutant IVS2-654 intron; response scale: normalised to 500 nM splice-correcting PNA; Potency, µM (series often up to 46.1 µM), inactives show top-dose activation, hits mostly activators; actives 0.06% (n = 65,000); AID 925; further: potency means the concentration at half of the fitted maximal effect; 0% is about no effect
#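 HeLa cells stably expressing EGFP interrupted by mutant beta-globin intron 2 (IVS2-654), 500/well in 2% FCS. Treated with compound for 2 days at 37C. Splicing correction scored as total well GFP intensity (488 nm excitation, 500-520 nm emission); 500 nM antisense PNA served as control.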
# HADH2 inhib – blocks human hydroxyacyl-CoA dehydrogenase type II. recombinant HADH2, NADH fluorescence, beta-hydroxybutyryl-CoA. Potency, µM (series often up to 57.1 µM), for the others: at the highest dose activity change, negative = inhibition, most hits filed as inhibitors. actives 3.4% (n = 73,000); further: potency means the concentration at half of the fitted maximal effect; on the % scale 0 is the no-effect control and ±100 the full control effect; nearly all actives have a fitted effect of over 60% in size; many of its hits are not listed in these tables
# Target sequence (Q99714 whole entry, looked up, one chain of several): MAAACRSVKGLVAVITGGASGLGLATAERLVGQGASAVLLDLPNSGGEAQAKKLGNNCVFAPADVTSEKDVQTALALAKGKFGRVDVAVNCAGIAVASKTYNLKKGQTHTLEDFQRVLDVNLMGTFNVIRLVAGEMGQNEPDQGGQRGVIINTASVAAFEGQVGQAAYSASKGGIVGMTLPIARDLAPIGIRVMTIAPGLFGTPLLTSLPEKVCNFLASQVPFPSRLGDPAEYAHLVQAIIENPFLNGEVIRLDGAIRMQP
#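 Read-out: 360 nm excitation, 450 nm emission, kinetic over 4 min. Conditions: His-tagged human HADH2 20 nM, pH 9.0 Tris with Tween-20, 1 mM NAD+, 90 uM beta-hydroxybutyryl-CoA.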
# USP2a inh – inhibitors of human ubiquitin-specific protease USP2a | AID 927 | actives 0.1% (n = 60,000) | USP2a enzymatic assay, qHTS inhibition | Potency, µM (doses to about 38.3 µM), inactives show top-dose activity change, negative = inhibition, hits mostly inhibitors | O75604;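 further: potency means the concentration at half of the fitted maximal effect; nearly all actives have a fitted effect of over 60% in size; plate controls were DMSO for no effect and NEM full inhibition control for full effect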
# Target sequence (O75604 whole entry, looked up): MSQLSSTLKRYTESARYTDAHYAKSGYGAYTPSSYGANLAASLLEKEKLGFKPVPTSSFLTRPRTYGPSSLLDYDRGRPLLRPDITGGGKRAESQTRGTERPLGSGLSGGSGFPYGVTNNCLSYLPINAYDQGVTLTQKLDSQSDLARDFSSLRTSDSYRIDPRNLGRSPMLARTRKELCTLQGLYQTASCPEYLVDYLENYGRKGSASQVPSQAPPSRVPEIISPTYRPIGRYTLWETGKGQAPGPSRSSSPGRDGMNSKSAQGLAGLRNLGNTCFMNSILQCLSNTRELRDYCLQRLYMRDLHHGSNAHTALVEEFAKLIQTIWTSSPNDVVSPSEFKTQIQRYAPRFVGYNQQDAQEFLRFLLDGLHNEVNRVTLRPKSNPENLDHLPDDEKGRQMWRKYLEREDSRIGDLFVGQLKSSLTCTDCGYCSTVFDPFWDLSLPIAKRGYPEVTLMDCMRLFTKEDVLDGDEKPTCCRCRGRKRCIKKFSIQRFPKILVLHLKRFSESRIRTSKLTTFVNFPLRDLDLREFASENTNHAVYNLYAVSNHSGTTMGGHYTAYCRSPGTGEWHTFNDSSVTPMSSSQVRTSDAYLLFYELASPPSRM
#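 USP2 core (20nM final) preincubated 30 min RT with compound, then Ub-PLA2 20nM and NBD C6-HPC 20uM final added; buffer 20mM Tris-HCl pH 8.0, 2mM CaCl2. Fluorescence Ex 460/Em 535 read at 0 and 2.5 h; normalized to NEM.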
# UbGFP stabilizer – proteasome inhibitors stabilizing ubiquitin-GFP reporter | Ubiquitin-GFP reporter cells, proteasome inhibition, GFP fluorescence; response scale: untreated = 0%, 10 µM MG-132 = 100% | Potency, µM (titrated, usually from 45.9 µM), inactives show at the highest dose activation (GFP accumulation), actives largely listed as activators | 67,000 tested, under 10 active | AID 526; active means well fitted activation curve with a large enough effect, not every such curve was filed as active; inconclusive means small, poorly fitted or top-dose-only effect, or another doubt; inactive means no such curve, though single readings can be large or run the other way; further: potency means the concentration at half of the fitted maximal effect
#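 GFP accumulation read-out: laser plate cytometry counting ubiquitin(G76V)-GFP-expressing U2OS cells after 4 hr compound exposure at 37 °C. Titrations spanned 46 uM to 2.9 nM; 0% = basal, 100% = 10 uM MG-132; concentration-response curves fitted.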
# * = called active by the depositor; ? = inconclusive; / = not tested or not shown; & = joins results of further samples; [ ] = dose if it differs, or a comment. Unless noted, the call rests on the fitted dose curve; in most records, active means well fitted curve in the direction sought with a large enough effect; inconclusive means small, poorly fitted or top-dose-only effect, or another doubt; inactive means no such curve, though single readings can be large; an effect the other way counts as inactive or inconclusive.
# The line under a structure holds: CRE-bla Fsk	BRCT PPI red	Epigenetic mod	15-hLO inh	Hsp90 Hop PPI	BRCT inh green	DNA Pol III inh	HBB splice mod	HADH2 inhib	USP2a inh	UbGFP stabilizer
NCCS(=O)(=O)O
→ ?	-0.2%&1.7%	-2%&0%	0%	-2%&2%&0%	0.4%&-3.2%	-1%&0%&-6%	0.4%&1.7%	-1%&11%&17%	0%	0%&11%
CC1(C)NC(C)(C)C(O)(C(N)=O)C1=O (configuration not stated)
→ ?	-1.0%	0%	9%	-5%	-0.2%	4%	1.0%	1%	-4%	4%
Cc1cccc(CNc2ccnc(-c3cccc(C#N)c3)n2)c1
→ 19%	0.6%	1%[9.22 µM]	?	?	-4.5%	2%	0.5%	?	?	1%
CCSc1nnc(NC(=O)c2ccc(Br)s2)s1
→ ?	-1.3%	0%	7%	-4%	-0.8%	4%	0.8%	-10%	1%	-7%
COC(=O)c1ccccc1NC(=O)CN1CCN(C23CC4CC(CC(C4)C2)C3)CC1
→ 8%	0.5%	-3%	-9%	-1%	-1.1%	-2%	2.0%	38%[activator]	13%	3%
CCOC(=O)C1=C(O)/C(=C/N(C)C)N=C1C
→ -1%	1.6%	2%	-9%	-6%	-1.2%	-6%	-0.4%	-8%	-6%	6%
O=C(c1cccs1)N1CCC(c2nc3c(nnn3Cc3ccccc3)c(=O)[nH]2)CC1
→ 1%	-2.2%	0%	10%	0%	0.2%	-6%	/	14%	0%	-3%
C/C(=C1\SC(N2CCOCC2)=NC1=O)c1ccccc1
→ ?	0.0%	0%	6%[11.4 µM]	0%[11 µM]	-0.6%	-1%[11.4 µM]	-3.8%[0.0738 µM]	-17%[11.4 µM]	3%[7.66 µM]	-9%[9.17 µM]
CC1C=Cc2ccccc2N1C(=O)c1ccccc1 (configuration not stated)
→ 23%	-0.2%	4%	-2%	3%	-0.4%	-7%	-3.4%	1%	-5%	-4%
CCCCSCCCNC(=O)Nc1cccc(OC)c1
→ -8%	-0.5%	2%	-7%	0%	-3.5%	5%	-1.7%[57.5 µM]	?	10%	0%

# 3 compounds out of the list above, arranged by their value in 15-hLO inh, highest first.
Compound	15-hLO inh
CC1(C)NC(C)(C)C(O)(C(N)=O)C1=O (configuration not stated)	9%
NCCS(=O)(=O)O	0%
CC1C=Cc2ccccc2N1C(=O)c1ccccc1 (configuration not stated)	-2%

# Going on with the list.
# The line under a structure holds: CRE-bla Fsk	BRCT PPI red	Epigenetic mod	15-hLO inh	Hsp90 Hop PPI	BRCT inh green	DNA Pol III inh	HBB splice mod	HADH2 inhib	USP2a inh	UbGFP stabilizer
CCOC(=O)C(NC(=O)Nc1ccc(F)cc1)(OCC)C(F)(F)F (configuration not stated)
→ -6%	0.7%	2%	2%	0%	1.3%	-2%	2.7%[57.5 µM]	0%	7%	6%
CC1(C)NC(=O)N(CC(O)COc2ccccc2-c2ccccc2)C1=O (configuration not stated)
→ -3%	-0.8%	-1%	-5%	-4%	-2.0%	-6%	-2.1%	0%	9%	6%
Nc1nnc(N2CCCCC2)s1
→ 2%	1.0%	-2%	-12%	-4%	-1.1%	-13%	3.1%[0.369 µM]	?	1%	/
O=C1CN(CC(=O)N2CCCCC2)c2ccccc2O1
→ 14%	-1.1%	0%	?	-10%	-2.2%	-4%	5.5%[0.369 µM]	-18%	2%	2%
CC(C(=O)NCC1CCCO1)N(C(=O)c1snc(C(N)=O)c1N)c1ccccc1 (configuration not stated)
→ 2%	2.2%	1%	-7%	-2%	1.3%	-1%	/	-11%	5%	3%
COc1ccc2c(c1)OC(O)(C(F)(F)F)CC2=O (configuration not stated)
→ -7%	3.9%	5%	-7%	-2%	-1.2%	-6%	-5.1%	-4%	4%	-3%
CC(=O)Nc1cc(-c2nn3c(C)nnc3s2)ccc1C
→ 4%	-2.8%	/	4%	-1%	-1.4%	-13%	0.4%	1%	/	-2%
CN(C)c1nc(SCCOC(=O)Nc2ccccc2)nc(N(C)C)n1
→ ?	0.1%	1%	-15%	17%	1.2%	-5%	/	-21%	-5%	-3%
CCOC(=O)C1C(=O)CC(C)(O)C(C(=O)OCC)C1c1cc(Br)ccc1OC (configuration not stated)
→ 2%	-2.5%	5%	-3%	-6%	-1.4%	-7%	0.6%	20%	6%	-3%
COc1ccc(Cn2nnnc2CN(Cc2cc3cc(C)ccc3[nH]c2=O)C2CCCC2)cc1
→ 3%	1.1%	0%	5%	12%	-0.9%	-3%	/	-14%	31%[activator]	-4%
CCOC(=O)CSC1=C(C#N)C(c2ccccc2)C(C(C)=O)=C(C)N1 (configuration not stated)
→ 20%	0.5%	2%	-19%	5%	-1.0%	2%	0.0%	?	1%	1%
CN(C)c1nc(N)nc(-c2cccnc2)n1
→ ?	-1.4%	0%	9%	-4%	-1.3%	-1%	-7.8%	-8%	2%	-6%
COc1ccc(OC)c2[nH]c(=O)c(CCNC(=O)C(C)C)cc12
→ 7%	0.1%	/	9%	-1%	-0.4%	-9%	0.0%	?	/	-4%
COc1ccc(-c2cc(C(=O)N(C)Cc3ccccc3)no2)cc1OC
→ ?	-0.8%	0%	-2%	7%	0.1%	-1%	-0.4%	3%	2%	6%
CCC1CCCCN1S(=O)(=O)c1ccc(C(=O)Nc2nnc(-c3ccccc3Cl)o2)cc1 (configuration not stated)
→ 0%	-0.1%	5%	23%	-1%	-2.0%	-6%	-0.9%	-21%	40%[activator]	-4%
CCn1c(Cn2nnc(-c3ccccc3)n2)nnc1SCC(=O)Nc1cccc(C)c1C
→ -4%	0.7%	0%	4%	-1%	-4.0%	-5%	/	5%	20%	8%
CC(=O)N(c1ccc(Br)cc1)C1C=CS(=O)(=O)C1 (configuration not stated)
→ -4%	0.1%	-4%	0%	-2%	-0.8%	-1%	0.7%	-7%	/	-22%
CCCN1C2CCCC1CC(NC(=O)c1ccc(F)cc1)C2 (configuration not stated)
→ -12%	-3.2%	-1%	0%	-6%	-2.4%	-8%	0.4%	5%	3%	5%
COc1cc(C2N(c3ccc(F)cc3)C(=O)C3CCCN32)cc(OC)c1OC (configuration not stated)
→ -1%	1.0%	3%	7%	-1%	2.0%	4%	0.4%	-2%	/	12%
COC(=O)CN1C(=O)C2(OCCCO2)c2cc(Br)ccc21
→ 2%	-0.2%	2%	3%	4%	-0.3%	-1%	-4.3%[0.369 µM]	4%	-2%	6%

# Single records, from the list above. Order of screens: CRE-bla Fsk	BRCT PPI red	Epigenetic mod	15-hLO inh	Hsp90 Hop PPI	BRCT inh green	DNA Pol III inh	HBB splice mod	HADH2 inhib	USP2a inh	UbGFP stabilizer
# Results for CN(C)c1nc(N)nc(-c2cccnc2)n1 → ?	-1.4%	0%	9%	-4%	-1.3%	-1%	-7.8%	-8%	2%	-6%
# Results for CCn1c(Cn2nnc(-c3ccccc3)n2)nnc1SCC(=O)Nc1cccc(C)c1C → -4%	0.7%	0%	4%	-1%	-4.0%	-5%	/	5%	20%	8%
# Results for COc1ccc(OC)c2[nH]c(=O)c(CCNC(=O)C(C)C)cc12 → 7%	0.1%	/	9%	-1%	-0.4%	-9%	0.0%	?	/	-4%
# Results for COc1ccc(-c2cc(C(=O)N(C)Cc3ccccc3)no2)cc1OC → ?	-0.8%	0%	-2%	7%	0.1%	-1%	-0.4%	3%	2%	6%
# Results for CCOC(=O)CSC1=C(C#N)C(c2ccccc2)C(C(C)=O)=C(C)N1 (configuration not stated) → 20%	0.5%	2%	-19%	5%	-1.0%	2%	0.0%	?	1%	1%

# These rows are one share of the data, so the mix of outcomes need not match the whole.
